eIF4E 4G PPI: blocks eIF4E binding to eIF4G | P63073+Q04637 | TR-FRET eIF4E-eIF4GI(517-606) binding, 2 h | inhibition, % at 21.7 µM | actives 0.37% (n = 220,000) | AID 782;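 active = inhibition above about 30%, limit read from the data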;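 also: 0% = full FRET control wells and 100% = background wells lacking eIF4GI fragment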
TbHK1 inh: blocks Trypanosoma brucei hexokinase 1 activity; inhibition, % at 10 µM; recombinant TbHK1, G6PDH-coupled NADH A340; AID 1430; actives 0.11% (n = 220,000);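 active = inhibition of 50% or more in the single-dose primary screen; inactive = inhibition below 50%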
EP2 modulator: modulates human prostaglandin E2 receptor EP2 signaling | P43116 | induction, % at 25 µM | EP2-expressing cells, cAMP HTRF FRET, PGE2 co-stimulation | actives 0.83% (n = 260,000);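 active = compounds whose cAMP rise, as percent of the full-agonist control response, exceeds 60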;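 also: rat C6 glioma line stably carrying human EP2 under a CMV promoter; the protocol text gives 20 µM as final concentration; 100% = response of wells given 1 µM PGE2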
Rad51 HR inh: blocks human Rad51 in homologous recombination; Q06609; hRad51 DNA strand exchange, fluorescence dequenching; inhibition, % at 10 µM; actives 0.085% (n = 200,000); AID 1385;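 active = inhibition above 40% at the single screening dose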;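 also: 0% = DMSO control wells and 100% = blanks with heterologous ssDNA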
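System: hRad51 filaments on single-stranded DNA; reagent: Fluorescein- and BHQ1-tagged 47-mer duplex; compound dosing: one concentration, 10 µM final; timing: filaments 15 min 37 °C, then compound 30 min; measured by: fluorescein emission 520 nm, excitation 485 nm; benchmarks: per-plate controls and blanks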
Hck-Nef inh: inhibitors of human Hck kinase activated by Nef. P08631. Recombinant Hck-YEEI plus Nef, Z-Lyte FRET kinase assay. inhibition, % at 20 µM. AID 463187. actives 0.68% (n = 220,000);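 active = Hck-Nef kinase inhibition above about 50%, limit read from the data; inactive = inhibition below that limit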;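 also: 0% = DMSO with Hck plus Nef and 100% = Hck alone without Nef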
EP2 antag: inhibitors of human EP2 prostaglandin E2 receptor. P43116. C6 glioma cells expressing human EP2, cAMP TR-FRET; cells stimulated with saturating PGE2. inhibition, % at 25 µM. actives 0.52% (n = 260,000). AID 1422;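 active = percent inhibition above 40 after rounding to a whole number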;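 also: rat C6 glioma host cells with rolipram phosphodiesterase inhibitor present; the protocol text gives 20 µM as final concentration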
Calpain2 inh: inhibitors of pig calpain II. AID 1236. purified calpain II, fluorogenic peptide substrate, 30 min. actives 0.37% (n = 220,000). inhibition, % at 16 µM;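 active = inhibition above about 50%, limit read from the data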
14-3-3 Bad inh: disrupts binding of bovine 14-3-3 zeta to phospho-Bad peptide; P63103; TR-FRET 14-3-3zeta/Dy647-pBad peptide displacement, 1 h; inhibition, % at 21.7 µM; actives 0.71% (n = 220,000);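 active = inhibition above about 70%, limit read from the data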;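 also: 0% = full 14-3-3 plus peptide FRET controls and 100% = background without 14-3-3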
L929 necroptosis: L929 zVAD cell death inhibition. L929 zVAD necroptosis rescue, ATP luminescence, 24 h; with zVAD 60 µM. viability rescue, % at 10 µM. actives 0.38% (n = 220,000);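 active = activation, scaled between plate controls, above about 75%, limit read from the data; inactive = activation under that limit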;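 also: 0% = zVAD with DMSO and 100% = DMSO alone without zVAD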
* marks the source's active call; other numbers are inactive results; i = inactive; . = no result given; & = joins results of further samples; [ ] = dose if it differs, or a comment. Not all compounds are listed; rates above refer to the full screens.

SMILES	eIF4E 4G PPI	TbHK1 inh	EP2 modulator	Rad51 HR inh	Hck-Nef inh	EP2 antag	Calpain2 inh	14-3-3 Bad inh	L929 necroptosis
CCN(CC)S(=O)(=O)c1ccc(NC(=O)c2ccc(CN3CCOCC3)cc2)cc1	-3	0	-4	-9	-17	11	1	-4[fluorescence artefact?]	0.4
O=C(COC(=O)CNC(=O)c1ccccc1F)NCC(F)(F)F	-1	-5	35	3	23	2	-39	-10	2.7
CC(=O)c1cccc(NC(=S)Nc2ccn(Cc3cccc4ccccc34)n2)c1	-2	-7	0	0	17	9	-52	-5	0.3
CC(C)C(=O)Nc1ccc(C(=O)N/N=C/C2CC3C=CC2C3)cc1 (stereo not drawn)	1	-5	2	.	-1	12	18	-8	0.3
O=C(Cc1ccc(F)cc1)Nc1cccc(-c2ccc3nncn3n2)c1	-3	-1	-37	8	-11	10	12	35	89*
CCn1ccnc1[C@@H]1C[C@H]2CN(Cc3cccc(Cl)c3)C(=O)[C@]23CCCN13	3	10	-8	-17	12	4	18	2	-0.2
Cc1ccc(-n2nnc3c(=O)n(Cc4ccccc4C)cnc32)cc1	5[fluorescence artefact?]	3	7	-4	14	9	-11	7	0.0
O=c1[nH]c2c(s1)C(c1cccnc1)C1C3CCC(C3)C1S2 (stereo not drawn)	-14	1	18	9	37	8	17	2	0.5
O=C(CSc1ncn[nH]1)Nc1ccc(Br)cc1F	10	-1	41	-1	1	-3	-12	6	-0.5
Nc1ccc(-n2nncc2-c2ccco2)cc1	2	6	11	-3	6	8	-21	7	0.3
COc1ccc(N2CCN(C(=O)Nc3ccccc3Cl)CC2)cc1	4	-1	24	5	20	10	-4	2	5.0
CCOC(=O)N1CCN(C(=O)CSc2nc3c(cnn3-c3ccc(Cl)cc3)c(=O)[nH]2)CC1	-7	-13	-13	0	-5	6	-72	12	0.0
CCC(Sc1nc2sc(C(=O)OC)c(C)c2c(=O)n1N)C(=O)NCC1CCCO1 (stereo not drawn)	1	-27	19	0	-1	6	1	-9	0.0
CNc1[nH]ncc1[N+](=O)[O-]	-3	-13	-3	2	13	9	13	-8	-0.6
Cc1ccc(Nc2nc3nonc3[nH]c2=O)cc1Cl	-2	-6	-2	9	13	8	-2	10	2.3
CCOC(=O)c1csc(NC(=O)c2ccc(S(=O)(=O)N3CCCC3)cc2)n1	-5[fluorescence artefact?]	-3	-27	1	6	2	-197	-16	0.1
CCOC(=O)c1csc(NC(=O)C(C)(C)C)n1	-2[fluorescence artefact?]	-1	4	-8	0	8	-23	15	1.4
Cc1c(C(=O)c2ccccc2)oc2ccc3ccccc3c12	2	-7	0	-4	20	4	28	0	0.9
CC(NC(=O)CCSc1nc(-c2ccco2)cc(C(F)(F)F)n1)c1ccccc1 (stereo not drawn)	-3	-18	-134&-56	-12	-1	19&12	-12	-4	0.2
COc1ccc(-c2nc(CN3CCN(c4ccccc4OC)CC3)c(C)o2)cc1	-2	-10	-50	.	18	0	-7	-5	-0.7
O=C(Oc1ccc(-c2cnc3ccccc3n2)cc1)c1cc([N+](=O)[O-])ccc1Cl	-1	-5	6	-1	53*	14	3	69[fluorescence artefact?]	73
O=C(CSc1nnnn1-c1ccccc1)Nc1nsc(-c2ccccc2)n1	-12	-4	-40	.	1	5	39	-7	1.8
O=c1[nH]cc(-c2ccccc2)c(=O)[nH]1	4	-10	-1	8	4	11	-14	-4	0.4
Cc1nn(C(=O)Cn2ccc([N+](=O)[O-])n2)c(C)c1Br	-6	-2	12	4	1	8	22	3	-0.1
O=S(=O)(/C=C/c1ccccc1)N1CCN(c2ccccc2)CC1	-6	3	-53	10	2	10	10	10[fluorescence artefact?]	-0.1
O=C(Cn1c(=O)oc2cc(S(=O)(=O)N3CCCC3)ccc21)Nc1ccc(C(F)(F)F)cc1	3[fluorescence artefact?]	-6	-5	-9	0	-1	-89	21[fluorescence artefact?]	-0.2
Cc1cccc(/C(N)=N/OC(=O)c2ccc(Cl)cc2Cl)c1	0	29	6	7	0	14	13	-15[fluorescence artefact?]	1.1
COc1cccc2oc(-c3ccco3)cc(=O)c12	2	-24	8	6	-2	12	-136	-3	18
O=S(=O)(Nc1ccc2c(c1)nc1n2CCOC1)c1ccccc1	0[fluorescence artefact?]	2	17	-7	1	4	-8	60	-0.5
O=C(O)c1ccc2ncsc2c1	23	-14	-10	-2	7	7	-13	82*	0.6
O=C(O)CNC(=O)c1nc(-c2ccccc2)n(-c2ccccc2)n1	6	-1	9	6	0	3	10	-15[fluorescence artefact?]	0.9
CCn1c(/C=C/c2ccccc2C)nc2ccccc2c1=O	-6	-16	0	-9	22	5	3	-1	0.9
O=C(O)[C@H](CSCc1ccccc1)NS(=O)(=O)c1ccc(F)cc1	-3	-1	5	-2	3	3	19	13	1.0
CC(NC(=O)Cn1cc(C(=O)C2CC2)c2ccccc21)c1ccccc1 (stereo not drawn)	-3	-3	-6&-8	2	2	8&13	-1	8	0.5
Cc1cccc(C)c1NC(=O)COc1ccc2c(C)c(Cc3ccccc3)c(=O)oc2c1	0	2	6	2	0	3	-177	5	1.5
O=C1CC(c2ccco2)CC(O)=C1C=NCCN1CCN(C(=O)Nc2ccc(Cl)cc2)CC1 (stereo not drawn)	26	5	11	12	7	3	-4	0	0.5
O=C(CCCN1C(=O)c2ccccc2C1=O)Nc1nccs1	-1[fluorescence artefact?]	-3	13	-4	2	9	8	0	-0.9
Cc1cccc(NC(=O)CC2SC(=O)N(c3ccccc3)C2=O)c1 (stereo not drawn)	-5	23	-15	5	-13	14	9	1	-1.1
CCOc1ccc2ccccc2c1/C=N\NC(=O)OC	1	10	-11	.	4	7	16	-2[fluorescence artefact?]	0.4
C=CCOc1c(Br)cc(CNc2ccc(NC(=O)CCC)cc2)cc1OCC	2	-2	-12	-8	0	16	-19	-1	0.7
CC(C)(C)c1ccc(S(=O)(=O)N2CCC(O)(c3ccc(Cl)cc3)CC2)cc1	3	-5	-36	9	8	8	22	0	1.5
Clc1cccc(-c2nc3nc4ccccc4nc3n2Cc2ccccc2)c1	14	14	49	-14	6	7	-17	3	-0.3
CC(=O)Nc1cccc(N=NN2CCCCC2)c1	1	-13	13	-9	18	5	-2	-11	0.0
CC(C)NC(=O)NC(=O)CSc1ncc(C(F)(F)F)cc1Cl	-4	3	30	-5	2	4	-4	6	0.7
CNc1c(N)n(Cc2ccccc2)c(=O)[nH]c1=O	-2	-7	8	4	1	4	-18	14[fluorescence artefact?]	0.4
CCOC(=O)N1CCN(C(=O)c2ccc(N(Cc3ccccc3)S(C)(=O)=O)cc2)CC1	-3	-11	24	-8	-1	5	-8	2	-0.2
CCN(c1ccc(C)c(C)c1)S(=O)(=O)c1c(C)[nH]c(=O)[nH]c1=O	.	-12	16	-5	2	14	4	.	0.8
Cn1c(SCC(=O)N2c3ccccc3Sc3ccccc32)nnc1-c1ccco1	1	1	25&-46	-2	1	10&9	-13	10[fluorescence artefact?]	0.1

Single entries from the results shown:
Under EP2 antag, C=CCOc1c(Br)cc(CNc2ccc(NC(=O)CCC)cc2)cc1OCC is entered as 16
Under EP2 modulator, O=C(CCCN1C(=O)c2ccccc2C1=O)Nc1nccs1 is entered as 13
Under EP2 modulator, CC(C)(C)c1ccc(S(=O)(=O)N2CCC(O)(c3ccc(Cl)cc3)CC2)cc1 is entered as -36
Under Hck-Nef inh, CC(=O)Nc1cccc(N=NN2CCCCC2)c1 is entered as 18
Under L929 necroptosis, Clc1cccc(-c2nc3nc4ccccc4nc3n2Cc2ccccc2)c1 is entered as -0.3
Under Hck-Nef inh, Cc1cccc(NC(=O)CC2SC(=O)N(c3ccccc3)C2=O)c1 (stereo not drawn) is entered as -13

(more compounds)
SMILES	eIF4E 4G PPI	TbHK1 inh	EP2 modulator	Rad51 HR inh	Hck-Nef inh	EP2 antag	Calpain2 inh	14-3-3 Bad inh	L929 necroptosis
CCC(C)(C(=O)NC1CCCCC1)N(Cc1ccco1)C(=O)Cc1cccs1 (stereo not drawn)	0	0	29	-2	0	7	-11	5	-0.2
Cn1c(C(C(=O)NCC2CCCO2)N(CCc2ccccc2)C(=O)Cn2nnc3ccccc32)nc2ccccc21 (stereo not drawn)	1	-4	7	.	3	5	-17	2[fluorescence artefact?]	.
CS(=O)(=O)N(CC(=O)N1CCCCCC1)Cc1ccc(Cl)cc1	1	3	-26	.	1	7	20	2	-0.4
Cc1ccc(C2N(c3ccc(Cl)cc3)C(=O)N3CCCN23)cc1 (stereo not drawn)	10	-6	-21	12	-3	17	16	-2	-0.1
Cc1ccc2c(c1)sc1nc(=O)n(-c3cccc(Cl)c3)c(=O)n12	-12[fluorescence artefact?]	-1	17	15	0	4	8	7[fluorescence artefact?]	0.2
CCOC(=O)C(NC(=O)C1CCCN1C(=O)OCc1ccccc1)C(=O)OCC (stereo not drawn)	2	0	4	-3	-1	7	15	-6	2.7
CCCc1ccc(C(=O)NNc2ccc(F)cc2)cc1	2	-1	-31	-10	17	10	9	2	0.8
COc1cc(CCCN2C(N)=NC[C@@H]2Cc2ccccc2)cc(OC)c1OC	-3	14	-14	6	17	8	-3	-2	0.0
CCCn1c(=O)c2c(nc(Br)n2CCC)n(C)c1=O	-2	24	8	-5	2	18	15	12	0.2
C=CCSc1nnc(-c2cc(Br)ccc2N)c(=O)[nH]1	5	3	-1	-1	9	9	4	18	2.4
Cc1ccc(Cn2ncn3c(cc4ccccc43)c2=O)cc1	.	5	.	-4	3	14	.	.	0.0
COC(=O)CCC(=O)NC(=S)Nc1ccc(S(=O)(=O)N2CCCC2)cc1	0	2	-4	2	-2	4	2	3	0.7
CCCC12CN3CCN(CC(C3)/C1=N\NC(=O)c1ccccc1N)C2	-3[fluorescence artefact?]	-8	0	.	2	4	-216	-7[fluorescence artefact?]	0.2
O=C(Nc1ccc2oc(-c3ccc4ccccc4c3)nc2c1)c1cccs1	-36	-5	-33	-2	8	17	i	40[fluorescence artefact?]	0.2
CCOC(=O)CSc1nc2c(cnn2-c2ccc(C)cc2)c(=O)[nH]1	4	10	-8	-1	1	7	6	0	-0.1
CC1=CC(C)C2C(=O)N(O)C(=O)C2C1 (stereo not drawn)	-12[fluorescence artefact?]	-1	11	10	0	15	-29	-8[fluorescence artefact?]	0.3
O=C(NNc1nc(-c2ccccc2)cs1)c1cccs1	-11	-3	-13	1	13	6	-23	-4	0.1
O=C(O)Cc1sc(N/N=C\c2ccccc2)nc1-c1ccccc1	-3[fluorescence artefact?]	-20	11	-3	12	8	17	-11	1.6
N#Cc1ccc(Oc2cc(C(F)(F)F)nc(-c3ccccn3)n2)cc1	-1	-2	26	-7	0	10	-34	3	-0.3
O=C(c1ccccc1)N1CN2CN(C(=O)c3ccccc3)CC([N+](=O)[O-])(C2)C1	-3	-2	-9	-3	1	4	-6	-1	-0.3
CSc1cccc(NC(=S)N(Cc2ccccc2)Cc2cccnc2)c1	-2	4	-3	8	-6	4	1	-7	0.4
S=C(Nc1ccccc1Cl)N1CCCCC1	-8	2	7	6	2	3	5	-4[fluorescence artefact?]	1.1
O=C(Nc1ccc([N+](=O)[O-])cc1)c1cncc(Br)c1	0	-24	-38	7	-9	8	26	21	1.2
Cc1ccc(NC(=O)CN(C)C(=O)Cn2cc(C(F)(F)F)ccc2=O)cc1	5	-1	8	-3	3	5	15	2	1.4
COC(=O)[C@@H](NC(=O)NC1CCN(Cc2ccccc2)CC1)C(C)C	-3	4	3	0	1	1	-6	8	0.6

Records above that bear a hit mark in 14-3-3 Bad inh:
smiles	eIF4E 4G PPI	TbHK1 inh	EP2 modulator	Rad51 HR inh	Hck-Nef inh	Calpain2 inh	14-3-3 Bad inh
O=C(O)c1ccc2ncsc2c1	23	-14	-10	-2	7	-13	82*

Screening data: PubChem, several laboratories
